Compound activity (PubChem)
TNAP act hiacc: increases human TNAP activity under high phosphate acceptor concentration | purified TNAP, CDP-star luminescence, 1 M DEA, 30 min; stronger effect = higher value; 0 = EDTA background, 1 = DMSO-only activity | activation factor at 20 µM | 200,000 tested, under 10 active | AID 1136;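 active = activation factor at least 2 at 20 µM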
Target sequence (P05186 whole entry, looked up): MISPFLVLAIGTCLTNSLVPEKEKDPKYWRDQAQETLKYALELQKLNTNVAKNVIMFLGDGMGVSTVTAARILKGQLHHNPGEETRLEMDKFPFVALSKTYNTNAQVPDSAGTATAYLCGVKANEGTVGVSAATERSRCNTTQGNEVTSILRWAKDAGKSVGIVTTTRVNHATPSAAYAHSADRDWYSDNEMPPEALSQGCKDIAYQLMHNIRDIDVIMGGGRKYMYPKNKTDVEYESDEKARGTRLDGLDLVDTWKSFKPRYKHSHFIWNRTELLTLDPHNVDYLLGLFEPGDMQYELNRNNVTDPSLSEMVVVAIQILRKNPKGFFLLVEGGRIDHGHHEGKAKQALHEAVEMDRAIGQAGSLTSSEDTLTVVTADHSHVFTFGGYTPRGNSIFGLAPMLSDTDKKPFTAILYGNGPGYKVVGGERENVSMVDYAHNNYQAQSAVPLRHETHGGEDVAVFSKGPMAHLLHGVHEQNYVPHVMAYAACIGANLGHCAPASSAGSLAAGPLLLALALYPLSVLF
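Dosing: 20 µM single point. System: human TNAP. Amount: TNAP 1/800 final. Incubation: 30 min, room temperature. Read-out: TNAP activation factor scaled between EDTA and DMSO control wells. Signal: luminescence from CDP-star hydrolysis. Medium: 1 M DEA, pH 9.8, Mg2+, Zn2+. Control set: EDTA negative control, DMSO positive control.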
bIAP activator: increases bovine intestinal alkaline phosphatase activity. purified bovine IAP, CDP-star luminescence, 30 min; stronger effect = higher value; fold of DMSO-control signal, blank-subtracted. activation factor at 20 µM. actives 0.17% (n = 200,000). AID 1016;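 active = activation factor of 2 or more at 20 µM, a signal rise over negative controls twice the positive control's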
PPARg SRC-3 ag: PPARgamma-driven SRC-3 recruitment agonism; P37231; biochemical PPARgamma/SRC-3 coactivator recruitment assay; activation, % at 8 µM; actives 0.26% (n = 200,000); AID 731; in the data active = activation above about 23%;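 note: 0% = DMSO and 100% = reference agonist; some compounds past the cut are filed as inactive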
Target sequence (P37231 whole entry, looked up): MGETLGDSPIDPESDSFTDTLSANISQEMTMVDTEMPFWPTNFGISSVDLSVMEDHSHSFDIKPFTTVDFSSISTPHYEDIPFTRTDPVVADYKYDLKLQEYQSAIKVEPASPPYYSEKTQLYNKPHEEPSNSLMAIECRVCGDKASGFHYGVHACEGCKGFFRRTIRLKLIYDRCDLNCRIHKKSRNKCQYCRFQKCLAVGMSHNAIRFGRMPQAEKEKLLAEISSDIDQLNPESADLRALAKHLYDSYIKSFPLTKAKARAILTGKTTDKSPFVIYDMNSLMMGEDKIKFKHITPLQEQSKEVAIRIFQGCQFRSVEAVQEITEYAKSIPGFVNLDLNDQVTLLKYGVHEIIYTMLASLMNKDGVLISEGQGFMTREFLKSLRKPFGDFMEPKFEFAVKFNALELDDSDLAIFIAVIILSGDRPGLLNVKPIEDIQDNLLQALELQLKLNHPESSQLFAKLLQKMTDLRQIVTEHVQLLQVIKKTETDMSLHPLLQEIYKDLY
STAT3 act: STAT3 signaling activation; U3A cells, IL-6 STAT3-luciferase reporter, luminescence; 100% = signal with IL-6 EC80 alone; activation (% of control), % at 5.6 µM; actives 0.91% (n = 190,000); AID 871;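 active = activation above the screen-wide mean of compound activation plus 3 SD, cut at about 130% in these data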;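 note: 0% = background luminescence of wells with medium and substrate only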
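Material: human STAT1-deficient U3A cells with stable STAT3-luciferase reporter / Probe or stimulus: IL-6 stimulus at 33 ng/mL final / Schedule: 1 h compound pre-exposure, 6 h IL-6 stimulation, 37 °C / Technique: luminescence / Read-out basis: percent of IL-6-only median luminescence / Control set: IL-6-only high control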
bIAP inhibitor: intestinal alkaline phosphatase (bovine) inhibition. inhibition, % at 20 µM. 190,000 tested, under 10 active. purified bovine IAP, CDP-star luminescence, 30 min. AID 1019;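 active = over 50% inhibition of intestinal alkaline phosphatase at 20 µM in the single-dose screen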
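test system = bovine IAP enzyme | medium = DEA buffer 100 mM, pH 9.8, with MgCl2 1.0 mM, ZnCl2 0.02 mM | detection = luminescence | dosing = single compound dose of 20 µM, 2% DMSO final | incubation = 30 min reaction at room temperature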
PPARg SRC2 recr: PPARgamma-driven SRC-2 recruitment agonism | P37231 | actives 0.34% (n = 200,000) | PPARgamma LBD-SRC-2 recruitment, biochemical | activation, % at 8 µM; in the data active = activation above about 22%;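 note: 0% = vehicle and 100% = reference agonist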
PPARg SRC-1 ag: agonists of human PPARgamma SRC-1 coactivator recruitment; activation, % at 8 µM; PPARgamma-SRC-1 coactivator recruitment biochemical assay; P37231; actives 0.41% (n = 200,000); in the data active = activation above about 19%;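 note: 0% = DMSO and 100% = reference agonist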
STAT1 blocker: STAT1 signaling inhibition; inhibition, % at 5.5 µM; NIH 3T3 STAT1-luciferase reporter, IFN-gamma, luminescence; AID 920; actives 0.35% (n = 200,000);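 active = inhibition above a set limit, the mean inhibition across all tested compounds plus 3 SD, cut at about 34% in these data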;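 note: 0% = IFN-gamma with DMSO and 100% = IFN-gamma with 300 µM nifuroxazide; values of inactives mirror those of a sister screen read the other way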
ROMK mod: modulators of human ROMK potassium channel. P48048. Tet-inducible ROMK, thallium flux fluorescence; actives lie on both sides. B-score at 10 µM. actives 2% (n = 130,000);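 active = signal ratio slope over the read window, or its plate-corrected B-score, at least 3 SD from the plate mean, either direction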;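 note: B-score of the F/F0 ratio slope over 7 to 12 s after thallium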
TR-FRET SRC-2 ct: TR-FRET artefact, counter-screen to PPARgamma/SRC-2 agonist assay | stronger effect = higher value | TR-FRET ratio at 8 µM | actives 0.4% (n = 200,000); in the data active = TR-FRET ratio above about 2000; note: inactives centre near 1500
STAT3 inh: reduces IL-6 driven STAT3 reporter signal; U3A cells, IL-6 STAT3-luciferase reporter, luminescence; host cell line lacks STAT1; inhibition, % at 5.5 µM; actives 0.89% (n = 190,000); AID 862;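 active = inhibition above the mean inhibition across all screened compounds plus 3 SD, cut at about 44% in these data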;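 note: 0% = DMSO only wells and 100% = 100 µM nifuroxazide control wells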
Active calls of the source: *; · = no result given.

compound	TNAP act hiacc	bIAP activator	PPARg SRC-3 ag	STAT3 act	bIAP inhibitor	PPARg SRC2 recr	PPARg SRC-1 ag	STAT1 blocker	ROMK mod	TR-FRET SRC-2 ct	STAT3 inh
CN(C)C(CNC(=O)CCCOc1ccccc1)c1ccco1 (stereo unspecified)	1	1.3	10	99	-26	-5	6	1	-0.28	1397	2
CC(C)C(NC(=O)Cc1ccccc1[N+](=O)[O-])C(C)C	0.9	0.9	-1	86	13	8	8	9	·	1605	20
CCOC(=O)N1CCN(C(=S)NC(=O)c2ccc(F)c(F)c2)CC1	1	1	-1	103	4	-4	-10	-6	·	1608	0
C/C(N)=C(/C#N)C(=O)COC(=O)c1ccccc1Cc1ccccc1	1	1	2	99	4	9	7	-6	0.11	1618	6
Cc1ccc(S(=O)(=O)N2CCCCC2)cc1NC(=O)CSc1ccc2c(c1)OCCO2	1	0.8	-4	107	25	-3	4	-5	·	1444	-13
O=C(COc1ccc2c(c1)OCO2)Nc1ccccc1F	1.1	1	8	69	1	0	1	0	-0.39	1477	42
CCOc1ccc(NC(=O)NCC2CCN(c3ccc(OC)cc3)C2)cc1 (stereo unspecified)	1.1	0.9	6	97	12	9	2	3	0.32	1471	8
Cc1cc(C)cc(N2C(=O)CC(Sc3ncn[nH]3)C2=O)c1 (stereo unspecified)	1	0.9	0	104	6	-14	-2	14	0.1	1220	0
O=C1C(Nc2ccccc2)=C(NS(=O)(=O)c2ccccc2)C(=O)c2ccccc21	0.9	0.9	-2	134*	13	-3	1	4	0.84	1449	-35
Cc1ccc(SCc2cc(=O)[nH]c(Nc3nc(C)c4ccc(C)cc4n3)n2)cc1	1	0.9	-1	99	12	4	3	7	-0.046	1605	1

Carrying on:
compound	TNAP act hiacc	bIAP activator	PPARg SRC-3 ag	STAT3 act	bIAP inhibitor	PPARg SRC2 recr	PPARg SRC-1 ag	STAT1 blocker	ROMK mod	TR-FRET SRC-2 ct	STAT3 inh
CC(C)CNC(=O)CCCc1c[nH]c2ccccc12	1	1	8	100	-3	1	9	13	·	1595	5
CCCCNC(=S)Nc1ccc(SC(F)F)cc1	1	0.8	3	87	21	10	10	-2	-1.4	1719	19
COc1ccc(N(C(C)C(=O)Nc2cccnc2)S(C)(=O)=O)cc1 (stereo unspecified)	1	1	2	95	-5	1	6	-35	0.11	1618	10
c1ccc2[nH]c(NCCCN3CCOCC3)nc2c1	1.1	1.1	0	102	-11	4	1	0	0.18	1556	7
COc1ccccc1OCc1ccc(C(=O)NCC2CCCO2)o1 (stereo unspecified)	1.1	1.1	-6	97	-12	-2	-1	9	0.13	1672	4
CCn1c2ccccc2c2cc(NC(=O)COc3ccc(OC)cc3)ccc21	1	1	5	95	4	8	7	4	·	1703	8
Cc1n[nH]c(=O)nc1N1CCN(c2ccccc2)CC1	1	0.9	0	97	8	7	6	-4	0.79	1622	7
Cc1nc2c(Br)cc(Br)cc2cc1O	1	0.8	2	103	20	-1	-1	1	·	1468	-2
Oc1ccc2ccccc2c1C=Nc1cc(C(F)(F)F)ccc1N1CCCC1	0.9	0.8	0	112	16	1	2	-1	·	1511	-3
O=C(Nc1ccccc1-c1ccccc1NC(=O)c1ccco1)c1ccco1	1	0.9	3	98	14	13	4	-2	·	1441	4

Additional entries follow.
compound	TNAP act hiacc	bIAP activator	PPARg SRC-3 ag	STAT3 act	bIAP inhibitor	PPARg SRC2 recr	PPARg SRC-1 ag	STAT1 blocker	ROMK mod	TR-FRET SRC-2 ct	STAT3 inh
Cc1cnc(C(=O)OCC(=O)Nc2cc(S(=O)(=O)N3CCCCC3)ccc2Cl)cn1	1.1	1	2	98	2	5	5	0	0.019	1525	3
CCOC(=O)c1sc(NC(=O)c2cccc(S(=O)(=O)N3CCN(C)CC3)c2)cc1C	1.1	1.1	3	98	-10	5	2	13	·	1416	8
O=C(O)c1cc([N+](=O)[O-])c(NCCC2=CCCCC2)c([N+](=O)[O-])c1	0.9	0.9	-2	108	6	3	-8	-10	0.32	1625	-1
CCCOc1ccc(/C=N/Nc2cccc([N+](=O)[O-])c2)c(O)c1	1	1	5	101	-4	4	-4	-14	0.9	1662	0
O=c1oc2ccccc2c(Nc2cccc3ccccc23)c1[N+](=O)[O-]	1	1	6	109	4	8	6	4	·	1757	1
COC(=O)C1=C(C)NC(C)=C(C(=O)OC)C1c1ccc(OC(=O)c2oc3ccccc3c2C)c(OC)c1	1	0.8	2	99	23	9	8	9	-0.052	1788	4
Cc1cccc(-n2nnc(C(=O)NCc3ccccc3Cl)c2N)c1	1	0.9	1	89	8	2	4	-8	0.93	1662	16
O=C(COC(=O)/C=C/c1ccc(Cl)cc1Cl)NCc1ccco1	1	1.1	0	95	-8	3	-6	-2	0.34	1545	9
COc1ccc(NC(=O)CCN2C(=O)C3C4CCC(C4)C3C2=O)cc1 (stereo unspecified)	1.1	0.9	7	104	6	13	1	-5	·	1616	-2
COC(=O)C1CCN(S(=O)(=O)Cc2ccccc2)CC1	1	0.9	-4	104	10	2	13	-2	0.4	1300	-2

(continued)
compound	TNAP act hiacc	bIAP activator	PPARg SRC-3 ag	STAT3 act	bIAP inhibitor	PPARg SRC2 recr	PPARg SRC-1 ag	STAT1 blocker	ROMK mod	TR-FRET SRC-2 ct	STAT3 inh
N#Cc1sc2nc(-c3cccs3)cc(-c3ccc(Cl)cc3)c2c1N	1	0.9	-4	99	6	0	8	-1	-1.2	1608	6
Cc1ccc2[nH]c(=O)c(CN(Cc3cccs3)C(=S)NCc3ccco3)cc2c1	1	0.9	5	93	8	5	3	6	-0.047	1633	9
COc1ccc(NC(=S)N2CCC(C(=O)N3CCCCCC3)CC2)cc1	1	1	9	104	0	2	-2	-6	-0.69	1440	3
COc1ccc(OC)c2[nH]c(=O)c(CCNC(=O)c3ccc(S(=O)(=O)N4CCCC4)cc3)cc12	1	1	22	96	0	11	1	4	·	1681	9
CCOC(=O)Cn1c(=O)oc2cc(S(=O)(=O)Nc3ccc(F)cc3)ccc21	1.1	1	-7	98	2	3	-11	4	·	1468	11
Cc1ccc2cccc(Oc3ncnc4scc(-c5ccc(Cl)cc5)c34)c2n1	1	0.9	5	106	6	2	4	-1	·	1737	-8
O=C(CN1C(=O)C2C3C=CC(C3)C2C1=O)Nc1cccc(S(=O)(=O)N2CCCC2)c1 (stereo unspecified)	1	0.3	1	107	·	4	-5	-2	-0.14	1526	-11
Cc1ccccc1NC(=O)Cc1nnc(SCC(=O)N2CCN(c3ccccc3)CC2)n1C	1	1.1	16	100	-10	5	12	3	·	1648	4
Cc1cc2c(n1-c1ccc(Cl)cc1)CC(C)(C)CC2=O	1	0.9	9	98	6	5	-1	-7	·	1454	3
COC(=O)Cn1c(O)c(N=NC(=O)c2ccc3c(c2)OCO3)c2ccccc21	1.1	0.9	-3	105	6	0	6	2	-0.79	1615	-5

(more compounds)
compound	TNAP act hiacc	bIAP activator	PPARg SRC-3 ag	STAT3 act	bIAP inhibitor	PPARg SRC2 recr	PPARg SRC-1 ag	STAT1 blocker	ROMK mod	TR-FRET SRC-2 ct	STAT3 inh
Cc1ccc(OCc2nnc(SCc3cc(=O)[nH]c4ccccc34)n2-c2ccccc2)cc1	1	1	-1	108	2	3	-3	-8	-1.3	1442	-10
O=C(NCCCN1CCOCC1)C(=O)NCC1CCCO1 (stereo unspecified)	1	1	6	101	0	8	-3	-2	1.4	1595	0
O=c1cc(CSc2nnc(-c3cccnc3)n2-c2ccccc2F)nc2sccn12	1	1	7	104	-2	3	-4	3	·	1450	-4
O=C(COC(=O)c1ccc(Cl)nc1)NCc1cccs1	1	1	1	103	2	5	-2	-12	0.0041	1369	3
Cc1ccc(OCc2ccc(C(=O)Nc3ccc(S(N)(=O)=O)cc3)o2)cc1	1	1	3	102	0	1	-9	-1	1.6	1520	1
COC(=O)c1oc2ccc(Br)cc2c1-n1cccc1	1.1	0.9	10	98	6	2	13	2	-0.32	1766	4
O=C1c2ccc(-c3nc4ccccc4o3)cc2C(=O)N1Cc1ccccc1	·	·	1	121	·	1	-3	-7	-0.083	1429	-21
Cc1ccc(P(=Nc2ccccc2)(N2CCOCC2)N2CCOCC2)o1	1.1	0.8	-9	102	16	1	6	-3	·	1502	7
CC(C)c1cccc(C(C)C)c1NC(=O)COC(=O)[C@H](C)NC(N)=O	1.1	1.1	6	99	-9	7	6	-3	-0.8	1651	4
CC1CCN(c2ccc(C(=O)NCc3cccs3)cn2)CC1	1	0.9	0	104	11	8	4	-9	·	1640	1
CC1COC(=O)C(NNc2ccc(Cl)c(Cl)c2)=N1 (stereo unspecified)	1	1.1	1	106	-6	3	4	4	-0.16	1477	-6
O=C(CN(C(=O)CCC(=O)Nc1nccs1)c1ccccc1F)NCC1CCCO1 (stereo unspecified)	1	1	-15	103	-2	-2	-10	-4	·	1537	1

Some of the entries so far, as labelled records:
COC(=O)C1=C(C)NC(C)=C(C(=O)OC)C1c1ccc(OC(=O)c2oc3ccccc3c2C)c(OC)c1
  TNAP act hiacc: 1
  bIAP activator: 0.8
  PPARg SRC-3 ag: 2
  STAT3 act: 99
  bIAP inhibitor: 23
  PPARg SRC2 recr: 9
  PPARg SRC-1 ag: 8
  STAT1 blocker: 9
  ROMK mod: -0.052
  TR-FRET SRC-2 ct: 1788
  STAT3 inh: 4

COc1ccc(N(C(C)C(=O)Nc2cccnc2)S(C)(=O)=O)cc1 (stereo unspecified)
  TNAP act hiacc: 1
  bIAP activator: 1
  PPARg SRC-3 ag: 2
  STAT3 act: 95
  bIAP inhibitor: -5
  PPARg SRC2 recr: 1
  PPARg SRC-1 ag: 6
  STAT1 blocker: -35
  ROMK mod: 0.11
  TR-FRET SRC-2 ct: 1618
  STAT3 inh: 10
